Yfh1-depleted yeast = mitochondrial function rescue without frataxin homolog – Friedreich's ataxia, plus single-dose screen, dose response (AID 1465); S. cerevisiae Yfh1-off respiration, WST-1 reduction, 72 h; higher fold induction means a stronger effect; one-dose fold induction at 50 µM; EC50 in µM for titrated hits; 220,000 tested, 0.074% active;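 active means fold induction of absorbance versus untreated yeast above a set limit, then at least 30% activation at any dose in follow-up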;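 further: activators that raise dye reduction in frataxin-depleted yeast; strong numbers were not always called active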
Salmonella PhoP GFP = PhoP-dependent GFP reporter repression – Salmonella Typhimurium, primary screen (AID 1863). S. Typhimurium PhoP-regulated promoter GFP reporter, 4 h; higher % means a stronger effect. inhibition, % at 50 µM; hits with a dose series show IC50 in µM. 300,000 tested, 0.16% active;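 active means inhibition over 29.93%, a cutoff 3 SD above the screen mean, later confirmed by dose response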;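 further: 0% = low Mg2+ inducing control and 100% = high Mg2+ repressing control; strong numbers were not always called active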
Siah-1 displacement = Siah-1 peptide-binding antagonists, primary screen, biochemical, fluorescence polarization, rhodamine-plectin, uHTS (AID 1817); Siah-1 / rhodamine-plectin peptide fluorescence polarization; higher % means a stronger effect; one-dose displacement, % at 20 µM; IC50 in µM for titrated hits; 290,000 tested, 0.02% active;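 active means displacement of at least 50% at 20 µM, with a fluorescence ratio check between 0.3 and a set limit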;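 further: plate controls were Siah plus tracer with DMSO for no effect and tracer alone without Siah for full effect; strong numbers were not always called active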
human PMI inhibitors = MPI inhibition at elevated mannose 6-phosphate – biochemical, fluorescence intensity, high mannose 6-phosphate, primary screen (AID 1220); recombinant PMI enzyme, coupled fluorescence intensity; higher % means a stronger effect; inhibition, % at 20 µM; hits with a dose series show IC50 in µM; 190,000 tested, 0.66% active; in the data active means inhibition above about 50%
West Nile antiviral = West Nile virus antiviral activity, cell-based, CPE readout (AID 1621) | CPE inhibition, % at 10 µM; hits with a dose series show IC50 in µM | 290,000 tested, 0.02% active | West Nile virus-infected cells, CPE inhibition; higher % means a stronger effect; in the data active means a potency from the dose series; further: strong numbers were not always called active
XIAP antagonists = XIAP antagonists, biochemical, IAP family, fluorescence polarization (AID 1018). XIAP BIR domain, fluorescence polarization peptide displacement; higher % means a stronger effect. 200,000 tested, 0.007% active. displacement, % at 20 µM, or IC50 in µM where a hit was titrated; in the data active means displacement above about 50%; further: a part of the inactive calls stands beside numbers as strong as those of hits
ER stress rescue = rescue of cells from ER stress-induced death, primary screen, 384-well, CSM14.1, thapsigargin, ATP luminescence (AID 1222) | cellular ATP content (survival), % at 20 µM; hits with a dose series show EC50 in µM | 190,000 tested, under 10 active | CSM14.1 thapsigargin-induced death rescue, ATP luminescence; higher % means a stronger effect;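 active means EC50 below 50 µM in the dose-response confirmation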;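 further: death triggered by thapsigargin at about 15 µM added after 2 h compound pretreatment; cell ATP read after overnight thapsigargin exposure of roughly 18 to 22 hours; normalized against plate controls of thapsigargin alone and 5% DMSO vehicle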
M1AAP inhibition = P. falciparum M1AAP inhibitors, biochemical, fluorogenic H-Leu-NHMec substrate, 1536-well (AID 1445) | recombinant M1AAP, H-Leu-NHMec fluorogenic kinetic assay; higher % means a stronger effect | inhibition, % at 30 µM, or IC50 in µM where a hit was titrated | 220,000 tested, 0.42% active;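 active means primary inhibition above the hit cutoff, then over 50% inhibition at one or more dose response concentrations, cut at about 23% in these data, passing the limit was not always enough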;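 further: plate controls were DMSO full reaction for no effect and no enzyme background for full effect; strong numbers were not always called active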
P. falciparum M17LAP = P. falciparum M17LAP inhibitors, primary screen, biochemical, fluorogenic H-Leu-NHMec substrate, 1536-well (AID 1619); recombinant M17LAP, H-Leu-NHMec fluorogenic kinetic assay; higher % means a stronger effect; 220,000 tested, 0.38% active; one-dose inhibition, % at 30 µM; IC50 in µM for titrated hits;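 active means compound inhibiting the enzyme by more than half at any dose during confirmatory dose-response retesting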;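 further: plate controls were full reaction with DMSO carrier for no effect and no enzyme background for full effect; strong numbers were not always called active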
* = called active by the depositor; i = inactive; / = not tested or not shown. Compounds were not picked by outcome. About 1.6% of those tested had a hit in this group.

entry	Structure	Yfh1-depleted yeast	Salmonella PhoP GFP	Siah-1 displacement	human PMI inhibitors	West Nile antiviral
1	Cc1c(Cl)c([N+](=O)[O-])nn1CCCC(=O)Nc1cccc(Cl)c1	i	8%	-6%	11%	-0.5%
2	O=C(CSc1nc2cc(Cl)ccc2s1)Nc1cccc(S(=O)(=O)N2CCOCC2)c1	i	-1%	11%	7%	-0.4%
3	COc1ccccc1Oc1coc2c(CN3CCOCC3)c(O)ccc2c1=O	i	-4%	0%	/	0.3%
4	Cc1nc2c(-c3ccc(F)cc3)c(C)nn2c(C)c1CCC(=O)Nc1ccc(F)cc1F	i	0%	1%	/	-0.1%
5	COc1ccc(NC(=O)CSc2ncnc3[nH]ncc23)cc1	i	-5%	14%	/	-0.3%
6	Cc1ccc(C)c(NS(=O)(=O)c2cc(C(N)=O)ccc2C)c1	i	7%	0%	-2%	0.2%
7	O=C(N/N=C/c1cccnc1)C(O)(c1ccccc1)c1ccccc1	i	1%	4%	-2%	0.5%
8	CC(=O)Nc1ccc(S(=O)(=O)NC2(C(F)(F)F)C(=O)Nc3c2c(=O)n(C)c(=O)n3C)cc1 (stereo unspecified)	i	-1%	-5%	-9%	0.1%
9	CS(=O)(=O)Nc1cccc(C2=NN(S(C)(=O)=O)C(c3ccccc3)C2)c1 (stereo unspecified)	i	1%	-4%	-20%	0.0%
10	Cc1ccc(S(=O)(=O)NCC(C)NS(=O)(=O)c2ccc(C)cc2)cc1 (stereo unspecified)	i	-3%	-2%	-7%	-0.3%
11	O=C(Cc1ccc([N+](=O)[O-])cc1)NCc1ccc2c(c1)OCO2	i	-12%	-3%	0%	-0.4%
12	Cc1c(N=C2C=CC(=O)c3ccccc32)c(=O)n(-c2ccccc2)n1C	i	-10%	15%	46µM*	-1.6%

entry	XIAP antagonists	ER stress rescue	M1AAP inhibition	P. falciparum M17LAP
1	-4.7%	-3.7%	0%	-4%
2	-7.6%	-1.9%	0%	14%
3	/	/	7%	-88%
4	/	/	0%	4%
5	/	/	2%	2%
6	47%	-0.6%	3%	-8%
7	-4.4%	-1.3%	-4%	1%
8	-5.0%	3.1%	3%	16%
9	-9.6%	-0.4%	6%	-3%
10	-12%	-1.9%	1%	1%
11	-2.5%	-0.6%	10%	-17%
12	-2.0%	-2.6%	19%	20%

Full records, looked up by structure. Order of screens: Yfh1-depleted yeast	Salmonella PhoP GFP	Siah-1 displacement	human PMI inhibitors	West Nile antiviral	XIAP antagonists	ER stress rescue	M1AAP inhibition	P. falciparum M17LAP
Cc1ccc(C)c(NS(=O)(=O)c2cc(C(N)=O)ccc2C)c1 as listed: i	7%	0%	-2%	0.2%	47%	-0.6%	3%	-8%
COc1ccccc1Oc1coc2c(CN3CCOCC3)c(O)ccc2c1=O as listed: i	-4%	0%	/	0.3%	/	/	7%	-88%
O=C(Cc1ccc([N+](=O)[O-])cc1)NCc1ccc2c(c1)OCO2 as listed: i	-12%	-3%	0%	-0.4%	-2.5%	-0.6%	10%	-17%

The results go on.
entry	Structure	Yfh1-depleted yeast	Salmonella PhoP GFP	Siah-1 displacement	human PMI inhibitors	West Nile antiviral
13	CC(NC(=O)c1ccccc1)C(=O)N/N=C/c1ccc(O)cc1 (stereo unspecified)	i	4%	0%	8%	-0.1%
14	COc1ccc(NS(=O)(=O)c2cc(NC(=O)/C=C/c3cc(OC)c(OC)c(OC)c3)ccc2N2CCCCC2)cc1	i	6%	-6%	-15%	-0.1%
15	COc1cc2nc(COc3ccccc3[N+](=O)[O-])oc(=O)c2cc1OC	i	8%	-4%	0%	2.2%
16	O=C(Nc1ccccc1N1CCCC1)c1cccc(-c2cc3ccccc3oc2=O)c1	i	9%	17%	6%	-1.7%
17	COc1cccc(-n2nnnc2SCC(=O)N2CCCc3ccccc32)c1	i	-9%	-2%	14%	-0.9%
18	Cn1nccc1NS(=O)(=O)c1ccc(F)cc1	i	-6%	-8%	/	0.9%
19	COc1ccc(OC)c(NC(=O)CSc2nc3ccccc3c3nc4ccccc4n23)c1	i	7%	0%	-6%	0.1%
20	COCN(C#N)c1nc(OC)nc(OC)n1	i	-13%	-5%	-3%	0.1%
21	O=c1nc(N2CCCCCC2)nc(N2CCCCCC2)[nH]1	i	-1%	-2%	-2%	-1.1%
22	Cc1ccc2cc(C(c3nnnn3C3CCCC3)N3CCN(c4ccccc4)CC3)c(=O)[nH]c2c1 (stereo unspecified)	i	2%	2%	-44%	-0.1%
23	Cc1nc2ccc(NC(=O)N3CCSCC3)cc2s1	i	-9%	-2%	-5%	0.6%
24	O=C(O/N=C(\c1ccccc1)c1ccncc1)c1ccccc1Cl	i	5%	0%	8%	0.3%

entry	XIAP antagonists	ER stress rescue	M1AAP inhibition	P. falciparum M17LAP
13	-6.5%	-0.1%	3%	5%
14	-1.7%	-1.4%	5%	-9%
15	-5.7%	-1.2%	3%	43%
16	-2.4%	5.2%	6%	0%
17	-4.1%	1.2%	8%	-12%
18	/	/	1%	2%
19	-4.4%	4.2%	-6%	-10%
20	-5.8%	-1.5%	7%	17%
21	-2.2%	1.3%	-1%	6%
22	0.9%	7.2%	10%	14%
23	-4.2%	0.3%	-1%	19%
24	-0.8%	-0.5%	6%	4%

Additional results follow.
entry	Structure	Yfh1-depleted yeast	Salmonella PhoP GFP	Siah-1 displacement	human PMI inhibitors	West Nile antiviral
25	Cc1ccccc1NC(=O)C1c2ccccc2Oc2ccccc21	i	-21%	-2%	0%	-0.8%
26	O=C(NNc1ccc(O)cc1)c1ccc(Br)cc1	i	6%	1%	-115%	-0.8%
27	CN(C)S(=O)(=O)c1ccc(NC(=O)c2ccncc2)cc1	i	5%	10%	6%	0.0%
28	O=C(CCC1CCCCC1)NCc1ccccn1	i	-12%	-9%	-6%	0.6%
29	COc1cccc(C(=O)Nc2ccc3nc(N4CCOCC4)cc(C)c3c2)c1	i	-17%	-2%	14%	0.0%
30	C/C(=N\OCc1ccc(C#N)cc1)c1ccccc1	i	8%	-6%	9%	-0.5%
31	CCOC(=O)Cc1c(C)nc2c(-c3ccc(OC)cc3)c(C)nn2c1C	i	5%	-5%	-20%	-0.5%
32	CC(C)NC(=O)c1ccccc1N(Cc1ccccc1)S(C)(=O)=O	i	6%	4%	-5%	-0.5%
33	CN(Cc1ccccc1)Cc1nc2c(c(=O)n(C)c(=O)n2C)n1Cc1ccc(F)cc1	i	-7%	10%	4%	-0.7%
34	CCn1ncc(/C=N/N=C2\CCC3C4CCc5cc(O)ccc5C4CCC23C)c1C (stereo unspecified)	i	5%	0%	9%	-0.4%
35	COc1cc(C2C(C#N)=C(N)Oc3c2ccc2ccccc32)ccc1OCC(=O)Nc1ccc(C)cc1 (stereo unspecified)	i	-2%	-2%	24%	0.0%
36	CC(C)NC(=O)CN1CCN(C(=O)CCl)CC1	i	2%	12%	-21%	0.2%

entry	XIAP antagonists	ER stress rescue	M1AAP inhibition	P. falciparum M17LAP
25	-2.8%	-0.7%	3%	4%
26	-5.1%	/	3%	3%
27	-1.8%	1.1%	0%	0%
28	0.7%	-5.5%	2%	-3%
29	0.6%	-2.2%	-5%	7%
30	-3.1%	4.0%	-1%	-6%
31	-9.5%	-1.5%	-4%	2%
32	-7.1%	-0.7%	6%	0%
33	0.7%	-1.7%	2%	1%
34	-13%	2.2%	2%	0%
35	-3.7%	-0.2%	8%	12%
36	-5.0%	-0.2%	5%	4%

Next results
entry	Structure	Yfh1-depleted yeast	Salmonella PhoP GFP	Siah-1 displacement	human PMI inhibitors	West Nile antiviral
37	COC(=O)c1cc(NC(=O)C2COc3ccccc3O2)ccc1Cl (stereo unspecified)	i	-15%	-2%	8%	-0.7%
38	Cc1ccc(OCCCN2CCCC2)c(C)c1	i	5%	6%	-6%	-0.2%
39	COC(=O)Nc1nnc(-c2ccccc2Cl)s1	i	16%	5%	-2%	0.0%
40	CC(C)(C)C(=O)Nc1ccc(-c2nc3ccccc3c(=O)o2)cc1	i	/	-7%	2%	0.9%
41	O=C(CN1CCN(c2ccc(Cl)cc2)CC1)Nc1ccc(F)cc1	i	-5%	2%	10%	-1.5%
42	COc1ccc2nnc(-c3ccc(C(F)(F)F)cc3)n2n1	i	-2%	0%	/	0.1%
43	C=CCc1ccccc1OCC(O)CN1CCN(c2ccccc2OC)CC1 (stereo unspecified)	i	23%	0%	6%	-0.2%
44	CC(C)COc1cccc(C(=O)Nc2ccc(S(=O)(=O)N3CCOCC3)cc2)c1	i	-1%	-3%	15%	-0.6%
45	COC(=O)c1cn(CCOc2ccccc2)c2ccccc12	i	4%	-3%	23%	-0.2%
46	COc1ccc(NC(=O)c2cc3c(s2)CCC3)cc1S(=O)(=O)N1CCOCC1	i	-5%	4%	15%	-0.7%
47	Cc1c(C(=O)NCc2cccs2)oc2ccc(S(=O)(=O)N3CCOCC3)cc12	i	1%	3%	4%	1.5%
48	CCCOc1ccc(/C=N\NC(=O)CCc2n[nH]c(=O)[nH]c2=O)cc1OC	i	7%	8%	-5%	0.4%

entry	XIAP antagonists	ER stress rescue	M1AAP inhibition	P. falciparum M17LAP
37	0.2%	/	-3%	5%
38	-4.3%	-0.3%	-3%	13%
39	-2.6%	-2.0%	5%	-3%
40	-5.5%	-2.8%	/	/
41	-2.2%	-1.6%	-2%	12%
42	/	/	3%	9%
43	-6.3%	-3.7%	1%	-7%
44	-4.8%	-1.6%	3%	19%
45	-4.3%	1.5%	0%	1%
46	-0.5%	-1.0%	10%	12%
47	-5.3%	-0.3%	1%	-11%
48	-8.2%	0.0%	0%	35%

Remaining list, next part.
entry	Structure	Yfh1-depleted yeast	Salmonella PhoP GFP	Siah-1 displacement	human PMI inhibitors	West Nile antiviral
49	O=C(c1ccccc1F)N1CCN(c2ccc([N+](=O)[O-])c(NCc3cccnc3)c2)CC1	i	-3%	2%	/	0.0%
50	COc1cc(/C=C(\C#N)C(=O)Nc2cccc3ncccc23)ccc1O	i	-3%	-4%	44%	1.1%
51	CC(=O)Nc1ccc(C(=O)NNC(=O)Cc2ccccc2)cc1	i	-7%	-1%	6%	0.5%
52	CCOC(=O)C1(CC2CCCCO2)CCN(S(=O)(=O)c2cc(C)cs2)CC1 (stereo unspecified)	i	0%	3%	9%	-1.9%
53	O=c1[nH]c(/C=C/c2cccnc2)c([N+](=O)[O-])c(=O)[nH]1	i	5%	2%	-13%	-0.1%
54	Cc1nc(-c2ccc(NC(=O)c3ccccc3)cc2)cs1	i	6%	8%	2%	-0.1%
55	CCCc1[nH]nc2c1C(c1ccc(OC(=O)N3CCOCC3)c(OC)c1)C(C#N)=C(N)O2 (stereo unspecified)	i	3%	0%	20%	-0.1%
56	Cc1cc(NC(=O)c2c(-c3ccccc3Cl)noc2C)no1	i	1%	-1%	-11%	-0.7%

entry	XIAP antagonists	ER stress rescue	M1AAP inhibition	P. falciparum M17LAP
49	/	/	11%	-2%
50	2.0%	-0.2%	1%	-1%
51	-9.6%	-1.5%	11%	9%
52	-11%	0.2%	1%	11%
53	-7.2%	1.2%	8%	13%
54	-11%	-3.0%	-1%	-2%
55	-4.4%	0.3%	5%	25%
56	-1.0%	-1.4%	1%	4%
